Assay outcomes deposited in PubChem by The Scripps Research Institute Molecular Screening Center.
Tn6 DDE FP – inhibitors of Tn6 peptide binding to human fibrin DD(E). Fibrin DD(E) TRITC-Tn6 fluorescence polarization displacement. P02675. actives 0.21% (n = 370,000). AID 720509. inhibition, % at 8.3 µM;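 active means inhibition above a per-campaign cutoff: mean of compounds within control limits plus 3 SD, cut at about 15% in these data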;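 further: 0% = median of all compound wells on the plate and 100% = blocking peptide control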
DDE Tn7 FP inh – DD(E)-Tn7 binding inhibition, primary FP screen; actives 0.13% (n = 370,000); inhibition, % at 8.3 µM; AID 720508; FP displacement of FITC-Tn7 peptide from fibrin DD(E); 0% = median of compound wells per plate; P02675;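 active means inhibition above the mean of compounds falling within the control limits plus 3 SD of them, cut at about 14% in these data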;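 further: 0% = plate median of compound wells and 100% = 10 µM Aha-Tn7 peptide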
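Assay system: human fibrin DD(E) protein / Input: 2 µM fibrin DD(E) / Benchmarks: high control of 10 µM Aha-Tn7 peptide / Measured by: fluorescence polarization of the labelled Tn7 tracer / Medium: Tris buffer with calcium and detergent, pH 7.8 / Timing: 10 min compound pre-incubation, 3 h probe incubation at room temperature / Repeats: one replicate per compound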
UHRF1 binding – human UHRF1 methylated DNA binding inhibitors | UHRF1 binding to methylated oligo, TR-FRET | actives 0.75% (n = 370,000) | Q96T88 | inhibition, % at 4.4 µM; in the data active means inhibition above about 21%;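 further: UHRF1 SRA domain binding a hemimethylated CpG hairpin DNA probe; 0% = median of test compound wells and 100% = reference inhibitor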
MBD2 DNA inh – MBD2-methylated oligo binding inhibition; Q9UBB5; TR-FRET, MBD2 binding to methylated oligonucleotide; inhibition, % at 4.4 µM; actives 0.31% (n = 370,000); AID 686964; in the data active means inhibition above about 13%
Target sequence (Q9UBB5 whole entry, looked up): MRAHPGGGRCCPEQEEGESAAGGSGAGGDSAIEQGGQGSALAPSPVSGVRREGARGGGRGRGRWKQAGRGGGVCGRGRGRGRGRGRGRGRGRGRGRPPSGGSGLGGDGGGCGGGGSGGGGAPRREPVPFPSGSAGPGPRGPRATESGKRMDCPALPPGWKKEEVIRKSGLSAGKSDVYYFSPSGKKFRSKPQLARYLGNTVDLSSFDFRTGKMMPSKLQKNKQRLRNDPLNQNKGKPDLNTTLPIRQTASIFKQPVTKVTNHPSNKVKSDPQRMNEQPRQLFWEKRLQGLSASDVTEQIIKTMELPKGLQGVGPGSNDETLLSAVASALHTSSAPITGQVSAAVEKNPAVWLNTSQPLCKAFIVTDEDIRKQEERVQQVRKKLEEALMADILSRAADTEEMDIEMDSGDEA
ASAP1 inh – inhibitors of human ASAP1 ArfGAP activity; ASAP1-stimulated ARF1 GTP hydrolysis, GDP FP detection; inhibition, % at 16.5 µM; actives 0.19% (n = 360,000); Q9ULH1; in the data active means inhibition above about 25%;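 further: 0% = vehicle with enzyme and substrate and 100% = no enzyme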
PLC-gamma1 inh – blocks human PLC-gamma1 enzyme activity; actives 0.84% (n = 370,000); purified PLC-gamma1, fluorogenic substrate, fluorescence; P19174; inhibition, % at 12.2 µM; in the data active means inhibition above about 9.5%
PLC-beta3 inh – inhibitors of human phospholipase C beta3; Q01970; actives 0.18% (n = 370,000); inhibition, % at 12.2 µM; Purified PLC-beta3, fluorogenic substrate, fluorescence; in the data active means inhibition above about 11%;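 further: 0% = median of compound wells on plate and 100% = full blocker control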
KLK7 zymogen act – activates the human kallikrein-7 zymogen; P49862; purified proKLK7, EDANS-DABCYL substrate fluorescence; 100% is mature enzyme control, 0% vehicle; activation, % at 7 µM; actives 0.9% (n = 370,000); AID 652039;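 active means activation above the mean of all tested compounds plus 3 SD, computed per campaign excluding outliers beyond control limits, cut at about 13% in these data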
Target sequence (P49862 whole entry, looked up): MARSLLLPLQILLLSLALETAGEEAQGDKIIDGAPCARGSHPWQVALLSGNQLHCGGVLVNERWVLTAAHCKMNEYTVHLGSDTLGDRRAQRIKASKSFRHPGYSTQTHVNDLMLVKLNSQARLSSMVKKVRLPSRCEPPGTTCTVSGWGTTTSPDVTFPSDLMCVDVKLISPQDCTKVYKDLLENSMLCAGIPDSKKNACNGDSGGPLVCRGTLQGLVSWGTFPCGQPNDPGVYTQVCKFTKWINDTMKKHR
ADAM17 inh – inhibitors of human ADAM17; P78536; recombinant ADAM17, EDANS/DABCYL FRET peptide cleavage; inhibition, % at 6.95 µM; actives 0.83% (n = 370,000);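 active means inhibition above the mean of compounds lying between control limits plus 3 SD, set per campaign, cut at about 8.5% in these data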;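 further: 0% = DMSO-only wells as the low control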
ARFGAP1 inh – inhibitors of rat ARFGAP1 | Q62848 | Arfgap1-stimulated ARF1 GTP hydrolysis, GDP FP detection | inhibition, % at 16.5 µM | actives 0.26% (n = 360,000);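 active means inhibition above a per-plate limit, mean inhibition of low control wells plus 3 SD, cut at about 25% in these data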;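 further: 0% = DMSO wells with enzyme and 100% = wells lacking Arfgap1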
Target sequence (Q62848 1-136 limits assumed): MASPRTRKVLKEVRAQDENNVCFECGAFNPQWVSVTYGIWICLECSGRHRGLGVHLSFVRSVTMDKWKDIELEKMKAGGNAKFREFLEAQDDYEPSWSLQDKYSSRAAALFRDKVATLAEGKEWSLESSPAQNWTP
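Material: rat Arfgap1 GAP domain (His6, aa 1-136), purified enzyme. Also added: human ARF1(Δ1-17)-GTP substrate. Compound dosing: 16.5 µM single point, 1.26% DMSO. Timing: enzyme reaction 120 min at 25 °C after 20 min preincubation. Signal: GDP detection by fluorescence polarization. Read-out basis: percent inhibition of GAP-stimulated GDP formation, scaled between DMSO and no-Arfgap1 medians.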
* hit, by the source's call; . = not tested or not shown.

Tn6 DDE FP	DDE Tn7 FP inh	UHRF1 binding	MBD2 DNA inh	ASAP1 inh	PLC-gamma1 inh	PLC-beta3 inh	KLK7 zymogen act	ADAM17 inh	ARFGAP1 inh	SMILES
-1	5	0	2	-7	1	0	-0.4	-2	2	CC1CCCC(N2CCN(C(=O)c3ccc(F)cc3)CC2)C1 (configuration not stated)
2	2	0	4	.	0	-2	-0.3	1	.	Cc1n[nH]c(C)c1S(=O)(=O)NCCc1c[nH]c2ccccc12
-7	4	1	-2	9	-4	-3	-0.1	-1	0	COC(=O)c1ccc(NS(=O)(=O)c2ccc(SC)cc2)cc1
-7	2	-2	-1	20	-2	-9	0.6	-7	-2	O=c1[nH]c2ccc(NCc3ccccc3OCc3ccc(Cl)cc3)cc2[nH]1
-4	8	5	2	-7	-6	-14	-3.8	-6	-8	CCc1ccc2[nH]c(C(=O)N(C)c3ccc(F)cc3F)cc2c1
-2	-2	6	0	16	3	-10	0.0	-2	22	COCCN(C(=O)CCC(=O)Nc1nccs1)C(C(=O)NCCC(C)C)c1ccc(F)cc1 (configuration not stated)
2	2	-1	2	-8	2	2	0.3	2	7	COc1cc(C2C(S(=O)(=O)c3ccccc3)CON2C)ccc1OCc1ccc(F)cc1 (configuration not stated)
11	0	4	1	-12	-1	0	-0.2	-1	2	CCOC(=O)Cc1csc(NC(=S)NC(=O)c2ccc(F)cc2)n1
-1	-5	1	10	-3	-3	-4	-0.2	-4	7	Cc1ccc(CNC(=O)CCOc2ccc(C(C)(C)C)cc2)cc1
-3	-9	1	-1	0	0	-5	0.1	1	-4	CCOCCc1c(O)nc(SCC(=O)N2CCOCC2)[nH]c1=O
-2	0	-1	0	0	-2	-10	0.3	-2	-6	CC(=O)N1CCN(Cc2nc3cc(NC(=O)c4cccc(Br)c4)ccc3n2C)CC1
-1	2	-2	-8	5	-2	3	-0.1	1	-1	O=C1CCCCC1c1cccc2ccccc12 (configuration not stated)

The results go on:
Tn6 DDE FP	DDE Tn7 FP inh	UHRF1 binding	MBD2 DNA inh	ASAP1 inh	PLC-gamma1 inh	PLC-beta3 inh	KLK7 zymogen act	ADAM17 inh	ARFGAP1 inh	SMILES
5	-2	-12	1	3	-3	-7	-0.1	-5	8	CCCN(CCC)CCCNc1ccc2nnc(-c3ccc(F)cc3)n2n1
10	0	-1	0	0	7	-5	0.2	-2	4	CNc1nc2c(Cl)cc(Cl)cc2s1
1	4	0	3	2	-19	-39	8.6	-40	0	COc1ccc(N(C(=O)c2snc(C(N)=O)c2N)C(C(=O)NCc2ccccc2)c2ccc(F)cc2)c(OC)c1 (configuration not stated)
1	-1	-2	-4	3	0	-6	0.2	0	-9	CCOc1ccc(NC(=O)C2CC(=O)N(CCc3ccc(OC)c(OC)c3)C2)cc1OCC (configuration not stated)
7	0	-2	-2	8	-51	-64	-14	-29	-1	COCCn1c(=O)[nH]c2cc(C(=O)NCc3cccnc3)ccc2c1=O
13	-3	2	-3	-6	7	3	0.4	5	8	Cc1cnn(-c2cc(N/N=C/c3cccc(F)c3)ncn2)c1
-1	3	-2	-7	9	1	0	0.3	1	-14	CCc1ccccc1OCCCCCNCCO
4	-2	-1	0	4	-32	-50	-1.7	-19	-6	CC(C)CC(C(=O)NC1CCCCC1)N(Cc1cccs1)C(=O)c1snc(C(N)=O)c1N (configuration not stated)
-3	3	1	2	-1	2	2	-0.1	-3	11	COCCCN(C)C1CCN(C(=O)Nc2ccc(F)cc2)CC1
-14	3	1	2	8	-2	-4	-0.2	-5	7	Cc1cc(Nc2cc(F)c(F)c(F)c2)cc(=O)n1-c1cc(F)c(F)c(F)c1
-3	4	1	1	18	1	-9	-0.2	-1	-4	CC(C)c1c(C(=O)N/N=C/c2cccc(OCc3ccccc3)c2)nnn1-c1nonc1N
-2	0	46*	6	-12	2	-2	0.1	-1	-1	COc1cc(-c2cccc([C@H]3[C@@H]4C=CC[C@@H](C)[C@@H]4C(=O)N3Cc3ccccc3)c2)cc(OC)c1OC

Continuation:
Tn6 DDE FP	DDE Tn7 FP inh	UHRF1 binding	MBD2 DNA inh	ASAP1 inh	PLC-gamma1 inh	PLC-beta3 inh	KLK7 zymogen act	ADAM17 inh	ARFGAP1 inh	SMILES
1	2	1	-1	0	-5	-7	-0.5	-3	10	O=C(/C=C/c1cccc2ccccc12)NCCC1=CCCCC1
-7	2	5	8	-10	1	-12	0.7	-6	12	COc1cccc(NC(=O)C2C3C=CC4(O3)C2C(=O)N(CCN2CCCCC2)C4C(=O)NC2CCCCC2C)c1 (configuration not stated)
2	-5	1	0	-2	-4	-4	-4.9	2	-8	COc1ccc2c(C)cc(SCC(=O)c3ccc4c(c3)OCO4)nc2c1
4	0	-4	0	0	1	-1	0.7	0	8	CCOC(=O)[C@@H]1[C@H]2COc3cc(OC)ccc3[C@@H]2N2C(=O)N(c3ccc(C)cc3)C(=O)[C@@]12C
3	-9	0	0	5	-65	-82	-3.9	-20	-1	COc1ccc(-c2sc3cc(OC)ccc3c2-c2ccc(OCCN3CCCCC3)cc2)cc1
-1	-9	-1	1	-4	0	4	-0.9	-2	0	O=C(Cn1[nH]c(=O)c2ccccc2c1=O)NCc1cccnc1
2	-7	-12	-18	-3	-1	1	0.3	1	-2	Nc1ccccc1-c1nnc(SCC(=O)Nc2ccccc2OC(F)F)[nH]c1=O
-4	-2	0	2	-5	-1	1	-0.7	0	7	CCOC(=O)N1CCN(C(=O)CS(=O)Cc2nc(-c3ccc(C)cc3)oc2C)CC1 (configuration not stated)
-11	0	-1	4	.	4	-1	0.0	-6	.	COC(=O)[C@]12C[C@H](CC(=O)NCCCN3CCCC3=O)C(=O)N(CCc3ccc(OC)c(OC)c3)C1=C[C@H](COCc1ccccc1)O[C@@H]2C
1	-3	-1	-2	-2	3	-4	0.7	1	9	Cc1cc(C(=O)NNc2c(Cl)cccc2Cl)n(C(C)(C)C)n1
3	-2	-1	-5	-2	-1	3	0.1	3	2	CC(C)(C)OC(=O)N1CCC[C@H]1C(=O)NCc1ccc(F)cc1F
4	-3	-1	2	-2	-74	-106	1.9	-10	-1	Cc1c(/C=N/Nc2ccc(C(=O)O)cc2)c2ccccc2n1C

A draw from above in order of number of heavy atoms, high to low:
Tn6 DDE FP	DDE Tn7 FP inh	UHRF1 binding	MBD2 DNA inh	ASAP1 inh	PLC-gamma1 inh	PLC-beta3 inh	KLK7 zymogen act	ADAM17 inh	ARFGAP1 inh	SMILES
-11	0	-1	4	.	4	-1	0.0	-6	.	COC(=O)[C@]12C[C@H](CC(=O)NCCCN3CCCC3=O)C(=O)N(CCc3ccc(OC)c(OC)c3)C1=C[C@H](COCc1ccccc1)O[C@@H]2C
-7	2	5	8	-10	1	-12	0.7	-6	12	COc1cccc(NC(=O)C2C3C=CC4(O3)C2C(=O)N(CCN2CCCCC2)C4C(=O)NC2CCCCC2C)c1 (configuration not stated)
-2	0	46*	6	-12	2	-2	0.1	-1	-1	COc1cc(-c2cccc([C@H]3[C@@H]4C=CC[C@@H](C)[C@@H]4C(=O)N3Cc3ccccc3)c2)cc(OC)c1OC
3	-9	0	0	5	-65	-82	-3.9	-20	-1	COc1ccc(-c2sc3cc(OC)ccc3c2-c2ccc(OCCN3CCCCC3)cc2)cc1
4	0	-4	0	0	1	-1	0.7	0	8	CCOC(=O)[C@@H]1[C@H]2COc3cc(OC)ccc3[C@@H]2N2C(=O)N(c3ccc(C)cc3)C(=O)[C@@]12C
-4	-2	0	2	-5	-1	1	-0.7	0	7	CCOC(=O)N1CCN(C(=O)CS(=O)Cc2nc(-c3ccc(C)cc3)oc2C)CC1 (configuration not stated)
2	-7	-12	-18	-3	-1	1	0.3	1	-2	Nc1ccccc1-c1nnc(SCC(=O)Nc2ccccc2OC(F)F)[nH]c1=O
2	-5	1	0	-2	-4	-4	-4.9	2	-8	COc1ccc2c(C)cc(SCC(=O)c3ccc4c(c3)OCO4)nc2c1
3	-2	-1	-5	-2	-1	3	0.1	3	2	CC(C)(C)OC(=O)N1CCC[C@H]1C(=O)NCc1ccc(F)cc1F
-1	-9	-1	1	-4	0	4	-0.9	-2	0	O=C(Cn1[nH]c(=O)c2ccccc2c1=O)NCc1cccnc1
1	-3	-1	-2	-2	3	-4	0.7	1	9	Cc1cc(C(=O)NNc2c(Cl)cccc2Cl)n(C(C)(C)C)n1

More records follow:
Tn6 DDE FP	DDE Tn7 FP inh	UHRF1 binding	MBD2 DNA inh	ASAP1 inh	PLC-gamma1 inh	PLC-beta3 inh	KLK7 zymogen act	ADAM17 inh	ARFGAP1 inh	SMILES
-1	-3	-1	-3	9	1	3	0.5	5	7	CCOC(=O)[C@]12CCC=C1N(Cc1ccc(Cl)cc1Cl)C(=O)[C@H](CC(=O)NCc1ccccc1)C2
-9	5	-5	-3	-6	-17	-21	0.4	1	9	COC(=O)c1cc(CSc2ncnc3sccc23)oc1C
5	7	-3	-8	4	1	-2	0.1	2	2	CN(C)c1ccc(NC2=C([N+](=O)[O-])CS(=O)(=O)C2)cc1
5	-4	-2	3	0	1	-8	0.1	0	-9	Cc1c(Cl)ccc2c(C(N)=O)cc(-c3ccccn3)nc12
2	-1	0	0	3	3	3	-0.7	6	-3	CCOC(=O)c1c(NC(=O)COc2ncnc3ccccc23)sc(C(C)=O)c1C
-5	-2	0	2	4	2	-1	0.3	0	11	O=C(c1ccc(F)c(S(=O)(=O)N2CCOCC2)c1)N(c1ccccc1)c1ccccn1
-2	0	-1	1	-4	2	1	-0.3	3	-2	O=C(O)C=C1C2CC3CC(C2)CC1C3
-10	-4	4	2	14	-14	-18	-2.1	-2	22	Cc1[nH]c2ccccc2c1CC(=O)Nc1ccc(Nc2cccnc2)c(-c2ccc(OC(F)(F)F)cc2)c1
-2	-3	-3	-5	13	-1	-1	0.5	9.0*	5	O=C(Nc1ccc(Cl)c(Cl)c1)OCCNC(=O)c1cccc(Cl)c1
